KLF5 inhibitor: KLF5 expression inhibitors, primary screen, DLD-1 cells, luminescence; DLD-1 KLF5 promoter-luciferase reporter; inhibition, % at 5 µM; 290,000 compounds, 0.23% hits;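 active = inhibition above a per-plate limit of that plate's mean compound inhibition plus 3 SD, cut at about 60% in these data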;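 note: 0% = DMSO wells and 100% = LY294002 at 200 µM; higher means less KLF5 promoter-driven luciferase light; inactives centre near -14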
HSF1 inhib: HSF1 inhibitors in luciferase reporter cells, primary screen, cell-based, NIH3T3, luminescence | 300,000 compounds, 0.77% hits | NIH3T3-HGL HSE-luciferase, MG132-induced, luminescence 8 h; active compounds read low | activity change, negative = inhibition, % at 7.5 µM (by protocol);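 active = more than half of replicate wells show activity change below -50%, luminescence cut by over half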;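 note: luciferase reports HSF-1 transcriptional activity via heat shock element; 0% = median of DMSO wells and -100% = zero luminescence signal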
GSK3 alpha inh: blockers of GSK3A enzyme activity – biochemical, luminescence, cell-free homogeneous, HTS, primary screen; AID 2650, 2010; inhibition, % at 10 µM; 320,000 compounds, 0.1% hits; GSK-3 alpha kinase, ADP-Glo luminescence, 60 min;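 in the data active = inhibition above about 50%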;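 note: GST-tagged GSK-3 alpha with peptide substrate and 25 µM ATP; 0% = DMSO neutral wells and 100% = GW8510 positive control wells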
Target sequence (P49840 whole entry, looked up): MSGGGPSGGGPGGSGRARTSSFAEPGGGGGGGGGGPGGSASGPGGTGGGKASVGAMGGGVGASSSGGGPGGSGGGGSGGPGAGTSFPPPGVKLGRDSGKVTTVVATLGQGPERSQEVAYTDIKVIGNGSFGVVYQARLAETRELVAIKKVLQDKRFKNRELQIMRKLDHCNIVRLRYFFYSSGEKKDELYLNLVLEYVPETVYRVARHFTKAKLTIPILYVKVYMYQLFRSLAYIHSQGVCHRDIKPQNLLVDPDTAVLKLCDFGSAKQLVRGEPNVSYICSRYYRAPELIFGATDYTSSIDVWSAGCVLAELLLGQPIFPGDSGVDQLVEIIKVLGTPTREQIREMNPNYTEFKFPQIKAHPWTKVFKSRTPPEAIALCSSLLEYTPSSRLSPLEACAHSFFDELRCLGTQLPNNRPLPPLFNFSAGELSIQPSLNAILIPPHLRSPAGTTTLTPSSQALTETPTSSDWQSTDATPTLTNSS
HSF1 activator: HSF-1 activators, primary screen, NIH3T3-HGL cells, MG132 stress, luminescence, single point; NIH3T3-HGL HSF-1 luciferase reporter, 8 h; 100% = twice DMSO control signal; activation, % at 9 µM; 300,000 compounds, 1.7% hits; AID 504408, 2011;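 active = mean replicate activation of at least 50% with a set share of replicates each reaching 50%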;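 note: 0% = median of the neutral control wells and 100% = twice that signal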
aSyn UTR inh: MLPCN primary screen, SNCA 5' untranslated region. alpha-synuclein 5'UTR reporter, inhibitor activity. inhibition, % (tested at 7.5 µM). 300,000 compounds, 0.82% hits; in the data active = inhibition above about 60%;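 note: H4 neuroglioblastoma cells stably carrying SNCA 5'UTR luciferase fusion; 0% = DMSO wells and 100% = positive control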
GSK3B inh: human GSK3beta kinase inhibitors, primary screen, biochemical, cell-free homogeneous, HTS. Glycogen synthase kinase-3 beta (Homo sapiens), P49841. GST-GSK3beta kinase, ADP-Glo luminescence, 60 min; active compounds read low. activity score (negative = inhibition), % at 10 µM. 300,000 compounds, 0.038% hits;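 active = more than half of replicate wells score below -50%, meaning over 50% inhibition versus plate controls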;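 note: 0% = median DMSO wells and -100% = median GW8510 positive control wells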
Target sequence (P49841 whole entry, looked up): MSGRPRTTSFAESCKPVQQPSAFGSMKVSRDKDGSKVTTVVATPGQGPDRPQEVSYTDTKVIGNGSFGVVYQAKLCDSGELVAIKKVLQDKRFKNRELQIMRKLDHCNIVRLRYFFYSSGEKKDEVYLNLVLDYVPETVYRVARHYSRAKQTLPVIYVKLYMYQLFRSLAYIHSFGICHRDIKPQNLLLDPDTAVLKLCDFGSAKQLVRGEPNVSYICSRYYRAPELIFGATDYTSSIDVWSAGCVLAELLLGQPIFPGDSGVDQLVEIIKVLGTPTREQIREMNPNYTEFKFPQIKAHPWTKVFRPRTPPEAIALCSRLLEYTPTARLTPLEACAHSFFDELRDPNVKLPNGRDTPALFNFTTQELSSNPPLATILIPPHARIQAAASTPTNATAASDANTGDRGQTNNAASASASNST
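Test system: GST-tagged human GSK3beta kinase, cell-free; evaluation: activity score scaled between in-plate DMSO and GW8510 controls; measured by: ADP-Glo luminescence; incubation: 60 min reaction, RT; benchmarks: DMSO and 20 µM GW8510; reagent: peptide substrate plus 25 µM ATP (final); medium: Tris/MgCl2 kinase buffer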
IEC-6 cytotox: cytotoxicity in IEC-6 intestinal epithelial cells, primary screen, cytotoxicity control for KLF5 inhibitor project, cell-based, luminescence. inhibition, % at 5 µM. IEC-6 cytotoxicity, luminescence viability. 290,000 compounds, 0.78% hits; in the data active = inhibition above about 22%;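 note: 0% = plate median of test compound wells and 100% = cytotoxic reference compound wells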
PolyA inhibitor: polyadenylation inhibitors in yeast reporter cells, primary screen, luminescence, S. cerevisiae; 300,000 compounds, 0.02% hits; S. cerevisiae SKY197-pL101 polyadenylation reporter, beta-gal luminescence; efflux-impaired pdr1/pdr3 knockout yeast; score 100 = 6 SD above DMSO; calls only at 12 µM; AID 1875, 2009;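 active = lowest replicate activity score at least 50, where 100 means six control SD above control mean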;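 note: yeast exposed to compound for 9 h at 30 °C; higher score means more reporter readthrough which indicates perturbed polyadenylation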
AI-2 QS modul: Vibrio harveyi AI-2 quorum sensing modulators, primary screen, JMH597 strain, luminescence/OD600 ratio. Vibrio harveyi JMH597 AI-2 luminescence/OD600 ratio, 9 h; active compounds read low; strain lacks LuxN and CqsS sensors; 0 = neutral-control median. activity change, % at 7.5 µM. 300,000 compounds, 0.4% hits. AID 2094, 2009; in the data active = activity change below about -75%, passing the limit was not always enough;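 note: luminescence divided by OD600 gain over 9 h not by final OD600 alone; inactives centre near 13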
HSP90 inh: HSP90 inhibitors, primary screen, cell lysate, luminescence; Rabbit reticulocyte lysate, luciferase refolding luminescence, 3 h; AID 1789, 2009; 290,000 compounds, 0.91% hits; Heat shock protein HSP 90 (rabbit reticulocyte lysate; luciferase refolding); inhibition, % at 5.6 µM;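 active = inhibition above the screen-wide mean plus 3 SD, computed separately per campaign, cut at about 16% in these data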;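 note: 0% = DMSO wells and 100% = 60 µM geldanamycin wells; inhibitors lower the luminescence because luciferase stays unfolded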
Active calls of the source: *; i = inactive; nt = no result given. The list is partial; count on the stated rates, not on these rows.

SMILES	KLF5 inhibitor	HSF1 inhib	GSK3 alpha inh	HSF1 activator	aSyn UTR inh	GSK3B inh	IEC-6 cytotox	PolyA inhibitor	AI-2 QS modul	HSP90 inh
O=C(COc1ccccc1)Nc1ncc2c(n1)CCCC2=O	-26	3	-1	-4	13	1	-1	i	7	2
COC(=O)CN1C(=O)[C@H]2[C@@H](c3ccc(C)o3)N3C(=O)CN(Cc4ccccn4)C(=O)[C@@]3(Cc3ccccc3)[C@H]2C1=O	9	2	6	10	8	1	-2	i	-2	-3
CC1=CC(C)(C)N2C(=O)C3(SCC(=O)N3c3ccc(F)cc3)c3cc(C)cc1c32 (stereo unspecified)	-33	11	0	20	11	-3	0	i	7	6
CCC(Sc1nnc(-c2ccco2)n1C)C(=O)Nc1nnc(C)s1 (stereo unspecified)	-4	-6	1	7	14	3	-2	i	-1	1
COc1ccc(CCN2C(=O)C3C4C=CC(C5CC45)C3C2=O)cc1OC (stereo unspecified)	-19	-5	-4	-5	0	-1	-6	i	8	2
O=C1C2C3c4ccccc4C(c4ccccc43)C2C(=O)N1Cc1ccco1 (stereo unspecified)	nt	6	2	-4	17	3	nt	i	19	nt
COc1ccccc1-c1nnc2sc(C3CCCCC3)nn12	2	nt	1	nt	nt	nt	3	nt	nt	6
CCN(CC)S(=O)(=O)C1CCS(=O)(=O)C1 (stereo unspecified)	-17	0	-3	1	-4	2	4	i	13	5
O=S(=O)(NCCSc1ccccc1)c1cccs1	-5	-2	-1	-3	-6	2	4	i	13	6
COc1ccccc1CNS(=O)(=O)c1cc2c3c(c1)CCC(=O)N3CCC2	nt	0	-1	15	6	0	nt	i	-2	nt
COc1ccc(CN2CCC(Oc3ccc(C(=O)NCc4ccccn4)cc3)CC2)c(F)c1	-22	-10	-4	7	19	0	2	i	4	-1
Clc1ccc(-c2cn3c(n2)SCC3)cc1	-162	11	1	58*	-186	-6	1	i	35	2
O=C(c1cc(-c2cccs2)on1)N1CCN(c2ccc(F)cc2)CC1	-34	-15	0	-7	21	-15	-1	nt	0	-5
CC(C)N(Cc1cnn(C)c1)Cc1nc(-c2ccc(Cl)cc2)no1	1	-2	0	-5	-2	3	7	i	24	1
CS(=O)(=O)c1ccc(C(=O)OCC(=O)NNC(=O)COc2ccc(Cl)cc2)cc1	nt	-1	-2	-5	6	-1	nt	i	22	nt
COc1cccc(NC2=NCC(=O)N2Cc2cccs2)c1	-15	16	-23	44	-3	-12	-8	i	35	-4
Cc1cc(NC(=O)CCC(=O)N(c2ccc(F)cc2)C(C(=O)NC2CCCC2)c2ccc(C)o2)no1 (stereo unspecified)	-31	nt	4	nt	-2	-1	-3	i	15	-2
CCCCc1cc(=O)oc2cc(C)cc(OCC(=O)N3CCC(C(=O)O)CC3)c12	-11	0	11	4	0	-5	4	i	25	-4
Cc1nnc(SCC(=O)NC2CCCC2)n1C(C)C	-26	-1	1	-2	-2	2	-4	i	20	1
COc1ccc(/C=C(\NC(=O)c2cccs2)C(=O)NC(C)(C)C)cc1OC	-23	-6	-2	-8	6	-3	2	i	11	-2
CCc1nnc(NS(=O)(=O)c2ccc(NC(=O)c3ccc(Br)cc3)cc2)s1	-17	-2	-6	-19	-9	3	-8	i	11	-3
CCOC(=O)C1(CC2CCCCO2)CCN(C(=O)Nc2ccccc2SC)CC1 (stereo unspecified)	-24	-3	1	8	14	-2	0	i	7	0
O=C(NC(=S)N(Cc1ccccc1)Cc1ccccc1)c1ccccc1F	-21	2	-3	-14	16	1	0	i	6	2
COc1ccc(-n2c(SCC(=O)N3CCOCC3)nc(O)c(Cc3ccccc3)c2=O)cc1	-24	-2	-3	8	5	1	0	i	7	-5
Cc1nc2cc(NS(=O)(=O)c3cccc(F)c3)ccc2s1	6	nt	-2	nt	nt	3	6	i	15	2

Other results
SMILES	KLF5 inhibitor	HSF1 inhib	GSK3 alpha inh	HSF1 activator	aSyn UTR inh	GSK3B inh	IEC-6 cytotox	PolyA inhibitor	AI-2 QS modul	HSP90 inh
CCOC(=O)NC(=O)/C(C#N)=C\c1ccccc1	-25	5	0	4	16	-1	0	i	2	-2
Cc1nc(C(=O)N(C)C)nn1-c1ccc([N+](=O)[O-])cc1	-5	0	-1	15	16	2	4	i	5	3
O=C(CN(Cc1ccco1)C(=O)CNS(=O)(=O)c1ccc(Cl)cc1)NCC1CCCO1 (stereo unspecified)	-33	-1	0	-17	5	-3	-5	i	4	-4
CC(=O)NC(c1cccs1)c1cc([N+](=O)[O-])c2cccnc2c1O (stereo unspecified)	-15	-17	1	-33	30	3	-1	i	4	6
Cc1cc(C)c(S(C)(=O)=O)c(NN)n1	-10	-2	-4	-11	3	1	1	i	14	1
CC(=O)NC1=NN(C(C)=O)C(c2ccco2)S1 (stereo unspecified)	-33	-7	3	0	13	-7	-1	i	15	1
O=C(NCc1ccccc1)c1onc(CSc2ccccc2)c1C(=O)NCc1ccccc1	nt	4	1	20	-10	-1	nt	i	-5	nt
N#Cc1cn(CC(=O)NCc2cccnc2)c2ccccc12	-30	6	-2	4	-6	-4	3	i	30	0
COc1cccc(CNC(=O)c2cccs2)c1	-19	7	4	-2	28	2	1	i	-3	4
Cc1c(-n2c(SCC(=O)O)nnc2-c2ccccc2Cl)c(=O)n(-c2ccccc2)n1C	20	-4	-2	-7	9	1	-1	i	15	-1
CCCS(=O)(=O)N1CCC(C(=O)N2CCN(C(=O)OCC)CC2)CC1	10	nt	-1	nt	nt	nt	0	nt	nt	5
COc1ccccc1-c1nc(-c2ccncc2)no1	-122	21	2	12	-123	6	5	i	18	-1
CN1CCN(C(=O)c2ccccc2NC(=O)Cc2ccccc2)CC1	-39	-4	-3	-2	-8	0	-10	nt	15	1
O=C(COC(=O)c1ccc(S(=O)(=O)N2CCCC2)cc1)NCc1ccc(F)cc1	-23	3	-2	-5	7	-3	8	i	31	1
Cc1ccc(NC(=O)CN2C(=O)C3C4C=CC(C4)C3C2=O)cc1S(=O)(=O)N(C)C (stereo unspecified)	40	-2	0	19	18	8	2	i	-21	1
CC(C)Oc1ccc(N2CC(C(=O)OCC(=O)NCc3ccccc3)CC2=O)cc1 (stereo unspecified)	-40	-2	-5	-1	5	5	1	i	11	1
COc1cc(C(=O)OCC(=O)N2CCN(C(C)=O)CC2)ccc1OCC(C)C	nt	-3	-2	-11	-3	1	nt	i	-4	nt
COc1ccc(C(=O)C2CCCN(Cc3cn[nH]c3-c3ccc(F)cc3)C2)cc1OC (stereo unspecified)	-28	-4	-1	-6	11	0	2	i	16	1
CCn1c(SCC(=O)NC2CCCCC2)nnc1-c1cccs1	11	-6	1	-16	2	-3	5	i	7	1
COc1ccc(C(=O)O)cc1NC(=S)NC(=O)c1ccc(-c2ccc(Cl)cc2)o1	-11	10	nt	12	15	-1	-5	i	-10	-3
COc1ccccc1NC(=O)c1ccccc1N(Cc1ccccc1)S(C)(=O)=O	-28	0	0	6	4	1	0	i	-24	-1
COCC(=O)Nc1ccc(Br)c(C)c1	-20	-19	-1	-38	-28	-1	-2	i	1	0
CN(C)c1cc2c(cc1NS(=O)(=O)c1ccccc1)n(C)c(=O)n2C	-7	5	2	11	24	-1	-4	i	27	-1
COc1ccc(C2C(C#N)=C(N)OC3=C2C(=O)CC(C)C3)c(OC)c1OC (stereo unspecified)	-24	-4	1	25	-22	-1	-6	i	12	-2
C/C(=N\NC(=O)COc1cccc(C)c1)c1ccc2ccccc2c1O	-17	nt	nt	nt	nt	-1	18	nt	9	-5

Continued.
SMILES	KLF5 inhibitor	HSF1 inhib	GSK3 alpha inh	HSF1 activator	aSyn UTR inh	GSK3B inh	IEC-6 cytotox	PolyA inhibitor	AI-2 QS modul	HSP90 inh
Nc1n[nH]c(=S)n1-c1ccc(Cl)cc1	-30	-4	1	5	9	-6	2	i	-1	-1
CN1C(=O)C2(C(C#N)=C(N)Oc3c2oc(CO)cc3=O)c2ccccc21 (stereo unspecified)	7	2	-3	-6	-26	1	8	i	23	0
OCC1CCCN(C(=S)NCCc2ccccc2)C1 (stereo unspecified)	-97	12	-1	-5	-106	nt	-2	i	nt	-5
O=S(=O)(NC1CCCC1)c1ccc(S(=O)(=O)N2CCc3ccccc32)cc1	2	nt	-4	nt	nt	nt	10	nt	nt	3
S=C(NCc1cccs1)Nc1cccc2ccccc12	-5	32	-3	56*	-38	0	3	i	1	2
CC(C)c1ccc2oc(-c3cc(N)ccc3O)nc2c1	-62	-41	4	-44	-95	0	8	i	19	46*
CCc1cc(/C(Cc2ccccn2)=N\O)c(O)cc1O	-31	6	4	32	-29	1	4	i	10	1
O=C(CCCN1C(=O)/C(=C/c2ccc3c(c2)OCO3)SC1=S)Nc1cccc(C(=O)O)c1	-36	-38	-6	-44	73*	5	-5	i	31	4
OCC1(Cc2ccccc2F)CCCN(Cc2c(F)ccc(F)c2F)C1 (stereo unspecified)	-7	5	nt	0	18	0	3	i	14	0
CC1=CC(C)(C)N(C(=O)CSc2nnc(N)s2)c2ccccc21	-8	3	-1	-2	8	-1	0	i	18	0
CCOc1ncccc1C(=O)OCC(=O)c1cc(C)n(Cc2ccco2)c1C	-85	12	-2	10	-115	0	-4	i	20	5
Cc1cccc(/C(N)=N/OC(=O)COc2ccc(Cl)c(C)c2)c1	1	-5	2	-8	3	-6	-4	i	-7	-2
COc1ccc(S(=O)(=O)N(C)CC(=O)Nc2ccc3c(c2)OCO3)cc1OC	-18	-2	1	21	-3	-2	1	i	9	0
Cc1ccc(CN2C(=O)CC(Nc3ccc(N4CCOCC4)cc3)C2=O)cc1 (stereo unspecified)	-26	2	2	16	-9	-4	4	i	14	-1
O=C(COC(=O)Cc1ccc(F)cc1)Nc1ccc2[nH]c(=O)[nH]c2c1	nt	-3	-2	0	2	-2	nt	i	26	nt
O=C(Nc1ccccn1)C1CCCN1S(=O)(=O)c1ccc(Cl)cc1 (stereo unspecified)	-28	0	-1	-12	8	1	-7	i	14	-7
CN(C)CCCN(C(=O)c1ccc(S(=O)(=O)N2CCCC2)cc1)c1nc2ccc(Br)cc2s1	-18	-14	-2	-26	-30	1	4	i	17	1
CCC(=O)OC1(C#CCOc2ccc(OC)cc2)CCN(C)CC1	-2	-2	-1	15	-10	-1	-10	i	50	0
CCc1ccc(NCc2cc3c(C)nn(-c4ccccc4)c3[nH]c2=O)cc1	-3	-13	2	-13	-33	0	1	i	8	1
CCCCc1ccc(NC=C2C(=O)OC3(CCCCC3)OC2=O)cc1	-16	3	0	4	-11	0	-1	i	10	-2
